Source: PubChem BioAssay (Sanford-Burnham Center for Chemical Genomics)
ATG4B inh – inhibitors of human ATG4B cysteine protease; Q9Y4P1; ATG4B cleavage of LC3-PLA2, NBD-HPC fluorescence, 1 h; inhibition, % at 8.33 µM; 0.51% of 340,000 active; in the data active = inhibition above about 40%
Target sequence (Q9Y4P1 whole entry, looked up): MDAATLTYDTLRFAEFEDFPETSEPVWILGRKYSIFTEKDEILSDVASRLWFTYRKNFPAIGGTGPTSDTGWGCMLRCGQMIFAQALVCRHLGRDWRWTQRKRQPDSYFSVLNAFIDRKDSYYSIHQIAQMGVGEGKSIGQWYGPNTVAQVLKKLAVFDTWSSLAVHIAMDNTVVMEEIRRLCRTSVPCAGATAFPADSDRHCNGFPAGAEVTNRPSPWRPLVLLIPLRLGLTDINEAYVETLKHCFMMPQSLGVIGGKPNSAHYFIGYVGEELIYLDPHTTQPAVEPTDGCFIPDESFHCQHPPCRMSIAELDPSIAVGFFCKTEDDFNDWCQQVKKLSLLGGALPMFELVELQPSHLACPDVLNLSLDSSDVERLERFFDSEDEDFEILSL
mIAP inh – mouse IAP inhibition; purified mouse IAP, CDP-Star luminescence, 30 min; inhibition, % at 10 µM; 0.2% of 330,000 active; AID 2806;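 active = inhibition of at least 40% at 10 µM in the primary screen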;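 also: plate controls were DMSO with enzyme for no effect and no enzyme wells for full effect; values of inactives mirror those of a sister screen read the other way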
TIM10 inh – TIM10 yeast growth inhibition | inhibition, % at 10 µM | AID 463195 | 1.4% of 330,000 active | S. cerevisiae TIM10 strain growth, BacTiter-Glo luminescence, 24 h;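 active = inhibition of 40% or more at the single tested concentration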;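 also: wild-type TIM10 isogenic control strain grown at permissive 25 °C; 0% = DMSO yeast wells and 100% = minimal medium wells without yeast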
tim10-1 inh – tim10-1 yeast growth inhibition; S. cerevisiae tim10-1 ts strain growth, BacTiter-Glo, 24 h; 2.2% of 330,000 active; AID 463190; inhibition, % at 20 µM;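 active = inhibition of at least 40%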;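 also: mutant grown at 25 °C; 0% = DMSO wells with yeast and 100% = wells holding no yeast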
Apaf-1 inh – blocks human Apaf-1 apoptosome activity. reconstituted apoptosome caspase-3 activity, DEVD-Rh110 fluorescence. inhibition, % at 20 µM. 0.71% of 330,000 active. O14727; active = inhibition of at least 40% at 20 µM;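 also: plate controls were DMSO wells for no effect and DEVD-CHO caspase inhibitor wells for full effect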
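Material: reconstituted apoptosome with Apaf-1, cytochrome c, caspase-9, procaspase-3, dATP; medium: pH 7.5 Hepes buffer with CHAPS, BSA, DTT; also added: cytochrome c and DEVD-Rh110 substrate; timing: 30 min plus 50 min, RT; signal: Rh110 fluorescence intensity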
NALP3 yeast inh – blocks the NALP3 inflammasome reconstituted in yeast; Yeast reconstituted NLRP3/ASC/caspase-1, beta-gal luminescence, 24 h; inhibition, % at 10 µM; 0.39% of 330,000 active;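 active = inhibition of 50% or more; inactive = inhibition below 50%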;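 also: plate controls were induced DMSO wells for no effect and uninduced yeast grown without galactose for full effect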
mIAP act – increases mouse intestinal alkaline phosphatase activity. muIAP, CDP-Star luminescence, 30 min; stronger effect = higher value; 1 = vehicle-only enzyme signal, 0 = enzyme-free wells. activation factor at 10 µM. 0.24% of 330,000 active. AID 2805;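 active = activation factor of at least 2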; also: the source names both 10 and 20 µM as test concentration; values of inactives mirror those of a sister screen read the other way
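System: mouse IAP enzyme. Reagent: CDP-Star chemiluminescent phosphatase substrate. Benchmarks: DMSO wells, no-enzyme wells. Times: 30 min enzyme-substrate-compound incubation at room temperature. Detection: luminescence from enzymatic CDP-Star hydrolysis. Doses: test compounds delivered from DMSO solution.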
hIAP block – blocks human intestinal alkaline phosphatase | P09923 | purified IAP, CDP-Star luminescence, 30 min | inhibition, % at 10 µM | 0.12% of 330,000 active;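 active = inhibition reaching a set limit with compound at 10 µM in the primary screen, cut at about 35% in these data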;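 also: plate controls were DMSO wells with enzyme for no effect and no-enzyme buffer wells for full effect; values of inactives mirror those of a sister screen read the other way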
Target sequence (P09923 whole entry, looked up): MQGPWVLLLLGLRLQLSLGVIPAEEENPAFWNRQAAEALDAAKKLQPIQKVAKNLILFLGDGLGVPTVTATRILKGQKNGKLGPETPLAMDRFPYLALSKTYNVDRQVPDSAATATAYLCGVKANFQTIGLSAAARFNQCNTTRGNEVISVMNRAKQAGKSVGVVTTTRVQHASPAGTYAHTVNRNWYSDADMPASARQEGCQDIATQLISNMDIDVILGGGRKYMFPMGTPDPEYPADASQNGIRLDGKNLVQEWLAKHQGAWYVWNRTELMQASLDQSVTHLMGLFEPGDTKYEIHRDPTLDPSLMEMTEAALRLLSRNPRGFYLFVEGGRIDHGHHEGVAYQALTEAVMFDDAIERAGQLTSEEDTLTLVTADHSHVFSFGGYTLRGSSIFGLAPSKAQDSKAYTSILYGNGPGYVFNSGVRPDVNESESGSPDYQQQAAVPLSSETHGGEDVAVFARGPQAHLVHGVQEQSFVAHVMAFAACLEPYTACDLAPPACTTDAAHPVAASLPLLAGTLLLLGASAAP
hIAP act – increases human intestinal alkaline phosphatase activity; P09923; purified human IAP, CDP-Star luminescence, 30 min; stronger effect = higher value; 1 = vehicle-only enzyme, 0 = enzyme-free background; activation factor at 10 µM; 0.16% of 330,000 active; AID 2524;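 active = activation factor of the enzyme at least 2-fold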; also: the source names both 10 and 20 µM as test concentration; values of inactives mirror those of a sister screen read the other way
* marks the source's active call; other numbers are inactive results.

SMILES	ATG4B inh	mIAP inh	TIM10 inh	tim10-1 inh	Apaf-1 inh	NALP3 yeast inh	mIAP act	hIAP block	hIAP act
CCOc1ccc(Oc2ccc(S(=O)(=O)N3CCOCC3)cc2NC(=O)C2=COCCO2)cc1	-14	3	20	11	20	-10	0.97	0	1
CC[C@@H](CC1CCCCC1)C(=O)N(Cc1ccccc1)c1ccccc1	3	-9	5	12	21	-1	1.1	4	0.96
COc1cccc(NC(=O)CN(C)C(=O)CN2C(=O)c3ccc([N+](=O)[O-])cc3C2=O)c1	-4	3	7	10	3	-4	0.97	20	0.8
CCC(c1nnnn1Cc1ccco1)N(Cc1cc2cc(C)cc(C)c2[nH]c1=O)CC1CCCO1 (centres undefined)	-8	11	9	11	10	15	0.89	-13	1.1
O=C1C=C(N2CCOCC2)C2(CCCCC2)O1	-2	-2	-9	7	5	3	1	8	0.92
COc1ccc(/C=N/n2cnc3c([nH]c4ccccc43)c2=O)cc1CO	-7	-2	-33	-18	-34	0	1	2	0.98
O=C(NC(=S)NC1CCS(=O)(=O)C1)c1ccccc1F (centres undefined)	2	-1	-3	-1	4	20	1	34	0.66
Cc1c(Cl)cccc1NC(=O)c1ncn[nH]1	-9	4	-2	-5	-6	-1	0.96	11	0.89
O=C(COC(=O)c1ccc(Cl)c(S(=O)(=O)N2CCCCC2)c1)NCc1ccco1	-2	-1	6	-8	4	12	1	4	0.95
CC(C)[C@H](NC(N)=O)C(=O)Nc1cccc([N+](=O)[O-])c1	9	-4	7	-5	1	-24	1	7	0.93
CCc1ccc(N2CC(C(=O)OCc3csc(CC(=O)Nc4ccccc4C)n3)CC2=O)cc1 (centres undefined)	-64	-6	5	11	0	-6	1.1	6	0.94
Cc1ccccc1-n1c(SC(C)C(=O)N2CCN(C)CC2)nc2ccccc2c1=O (centres undefined)	4	2	7	15	-1	15	0.98	-16	1.2
Cc1ccc(C(=O)C(OC(=O)CN2C(=O)c3ccccc3C2=O)c2ccccc2)cc1 (centres undefined)	12	3	29	24	14	-53	0.97	14	0.86
Cc1ccsc1CNc1ncnc2ccc(-c3c(C)noc3C)cc12	-7	-11	2	8	13	9	1.1	2	0.98
C[C@H]1CN([C@@H](C)CO)C(=O)c2cccc(NC(=O)Nc3ccc(C(F)(F)F)cc3)c2O[C@@H]1CN(C)C(=O)Nc1ccc(F)cc1	-12	-24	6	8	21	17	1.2	-10	1.1
CC1CCCCC1NC(=O)COC(=O)c1ccc2c(c1)NC(=O)CS2 (centres undefined)	2	-22	-10	3	8	15	1.2	-8	1.1
CCOC(=O)c1c(NC(=O)CSc2nnc(-c3ccco3)o2)sc(C(C)=O)c1C	-3	13	-8	18	19	37	0.87	3	0.97
COc1ccc(/C=C(\NC(=O)c2cccs2)C(=O)NC(C)(C)C)cc1OC	-7	12	17	31	1	20	0.88	5	0.95
CC1CCC(NC(=O)COC(=O)C2=NN(c3ccccc3)C(=O)CC2)CC1 (centres undefined)	-8	-1	0	-3	-5	19	1	10	0.9
COc1ccc2c(c1)C1CC(C)(NC(=O)C1S(=O)(=O)c1ccc(F)cc1)O2 (centres undefined)	-6	2	17	5	-8	-1	0.98	2	0.98
CC(C)NC(=O)C1CCN(C(=O)N(C)C)CC1	-3	-2	-9	-10	-10	11	1	1	0.99
Cc1cc(C(=O)N/N=C/c2ccc(OCc3ccccc3)cc2)c(C)o1	3	-6	1	17	16	31	1.1	-11	1.1
Cn1nc(C(=O)NCC(c2cccs2)N2CCOCC2)c2ccccc2c1=O (centres undefined)	-6	1	2	7	15	-6	0.99	-16	1.2
COc1ccc(-n2nc(C(=O)NCC(=O)NC3CCCCCC3)c3ccccc3c2=O)cc1OC	-6	-10	-2	4	-4	6	1.1	-2	1
CCN1C(=O)CC(c2ccc(OC(C)C)cc2)C1=O (centres undefined)	-2	-2	4	26	11	1	1	-11	1.1
Cc1ccc(NC(=S)NCCc2c[nH]c3ccccc23)c(C)c1	-4	-12	12	12	11	22	1.1	-1	1
COc1cc(Br)cc(CNc2ccc(F)c([N+](=O)[O-])c2)c1O	7	10	44*	55*	7	21	0.9	20	0.81
Cc1cc(NC(=O)CSCC(=O)Nc2nc3ccccc3s2)no1	-10	9	-6	-8	-8	16	0.91	7	0.93
COc1ccc(C(=O)NC(C)c2ccc(-n3ccnc3)cc2)cc1[N+](=O)[O-] (centres undefined)	5	2	-11	5	6	12	0.98	-2	1
CC(C)(C)NC(=O)NC(=O)COC(=O)Cn1cnc2ccccc2c1=O	-1	1	19	6	3	-2	0.99	-5	1.1
COc1ccc(-c2cc(C(=O)N3CCCC3)no2)cc1OC	-3	4	-6	-4	4	33	0.96	-11	1.1
COc1ccc(CNCCNC(=O)c2nonc2N)cc1OC	1	-4	-19	10	0	-3	1	-3	1
O=C(CSc1ccccn1)Nc1nc2ccccc2s1	-1	1	32	31	-1	28	0.99	17	0.83
Cc1nc(-c2ccc(S(=O)(=O)Nc3cc(S(=O)(=O)N(C)C)ccc3C)s2)cs1	-9	-1	22	16	0	12	1	6	0.94
Cc1ccc(C(=O)Nc2ccc(C(=O)N/N=C/c3cccnc3)cc2)cc1	3	2	-10	3	10	6	0.98	-6	1.1
O=C(COC(=O)c1ccc(Br)o1)Nc1ccc2c(c1)OCCO2	4	-9	4	-2	-3	9	1.1	11	0.89
COc1cc(Nc2nc3ccccc3n3nnnc23)cc(OC)c1OC	-4	5	14	14	-1	13	0.95	18	0.82
COc1cc2c(cc1OC)CN(C(=O)CSc1nnc3scc(-c4ccccc4)n13)CC2	0	15	0	12	3	24	0.85	-12	1.1
S=C(NCCN1CCOCC1)Nc1cccc(Cl)c1	11	-5	14	-12	-6	1	1	-2	1
COc1cc2c(cc1OC)CN(CC(=O)Nc1cccc(C)c1)CC2	-13	2	-4	7	8	15	0.97	0	1
COc1ccc(-c2noc(N3CCC(C(=O)NCCCN4CCC(C)CC4)CC3)n2)cc1	-8	-7	-1	1	0	10	1.1	27	0.73
COc1ccc(CCC(=O)NCCS(=O)(=O)N2CCN(c3ccc(OC)cc3)CC2)cc1	-9	6	4	22	0	8	0.94	3	0.97
CCOC(=O)CNC(=O)CNC(=O)c1ccc(OC(C)C)cc1	-5	4	5	-4	-1	-1	0.96	7	0.93
Cc1ccc(NC(=O)CSc2ncn(-c3ccccc3)n2)cc1C	-2	-11	1	12	12	43	1.1	6	0.94
COc1cc(C(=O)NC2CCCc3c2cnn3-c2ccccc2F)cc(OC)c1OC (centres undefined)	-1	2	1	7	-34	16	0.98	-48	1.5
CCCCn1c(N)c(N(CCOC)C(=O)c2nn(CC)c(=O)c3ccccc23)c(=O)[nH]c1=O	-4	-6	-10	6	7	3	1.1	-21	1.2
Cc1cc(C)n(CC(O)COCc2ccccc2)n1 (centres undefined)	-3	-2	19	14	0	14	1	2	0.98
CCOc1ccc(C2c3[nH]c4ccccc4c3CCN2Cc2cccn2-c2ncccn2)cc1 (centres undefined)	1	16	11	14	-3	13	0.84	13	0.87

Arranged by length of the SMILES (descending): some entries from above
SMILES	ATG4B inh	mIAP inh	TIM10 inh	tim10-1 inh	Apaf-1 inh	NALP3 yeast inh	mIAP act	hIAP block	hIAP act
COc1ccc(CCC(=O)NCCS(=O)(=O)N2CCN(c3ccc(OC)cc3)CC2)cc1	-9	6	4	22	0	8	0.94	3	0.97
CCOc1ccc(C2c3[nH]c4ccccc4c3CCN2Cc2cccn2-c2ncccn2)cc1 (centres undefined)	1	16	11	14	-3	13	0.84	13	0.87
CCOC(=O)CNC(=O)CNC(=O)c1ccc(OC(C)C)cc1	-5	4	5	-4	-1	-1	0.96	7	0.93
S=C(NCCN1CCOCC1)Nc1cccc(Cl)c1	11	-5	14	-12	-6	1	1	-2	1

Other results follow.
SMILES	ATG4B inh	mIAP inh	TIM10 inh	tim10-1 inh	Apaf-1 inh	NALP3 yeast inh	mIAP act	hIAP block	hIAP act
COc1cc(C(=O)NNC(=S)NC(=O)c2ccc(F)cc2)cc(OC)c1OC	3	17	29	14	4	6	0.83	-44	1.4
CCOCC(=O)Nc1nc2ccccc2s1	0	2	-3	-23	-5	31	0.97	-18	1.2
Cc1ccc2c(CC(=O)NNC(=O)c3ccccc3O)coc2c1	8	17	9	3	-3	-2	0.83	-72	1.7
CCOc1ccc(C(=O)NC(=S)NCCCN2CCOCC2)cc1	1	-1	-16	-23	-1	24	1	-1	1
CCOC(=O)c1sc(-c2ccc(F)cc2)cc1NC(=O)Nc1ccccc1OC	-5	7	0	29	5	-6	0.93	7	0.93
Cc1c(O)nc(SCC(=O)Nc2ccc3c4c(cccc24)CC3)n(-c2ccc(F)cc2)c1=O	-12	-1	5	24	4	16	1	-1	1
CCOC(=O)C1(C)C=C(Nc2ccc(O)cc2)C(=O)N1c1ccc(O)cc1 (centres undefined)	-10	12	-7	1	16	-2	0.88	5	0.95
O=C(CN1C(=O)c2ccccc2C1=O)NCc1ccccn1	-2	-3	4	-6	12	10	1	6	0.94
Cc1[nH]ccc(=O)c1OCc1c(Cl)cccc1Cl	-8	8	12	-2	-2	24	0.92	3	0.97
COc1cc(NS(=O)(=O)c2ccc(N=Cc3c(C)[nH]n(-c4ccccc4)c3=O)cc2)nc(OC)n1	-4	5	16	18	-20	9	0.95	13	0.87
CCN(C(=O)Cc1c(C(=O)O)n(CC)c2ccccc12)c1ccccc1C	-4	2	-13	20	6	-5	0.98	-12	1.1
CSCc1cc(N2CCOCC2)nc(SCc2ccc(Cl)cc2Cl)n1	-5	4	27	34	6	27	0.96	18	0.82
CCOC(=O)C1(Cc2ccccc2C)CCCN(C(=O)c2cc(C3CC3)[nH]n2)C1 (centres undefined)	3	-2	-3	22	6	18	1	-23	1.2
CCOC(=O)C1CCN(C(=O)c2cccnc2Oc2ccccc2)CC1	2	-11	-9	9	0	1	1.1	-33	1.3
CC(=O)Nc1ccc(S(=O)(=O)N[C@@H](C)C(=O)OCc2cc([N+](=O)[O-])cc3c2OCOC3)cc1	-1	2	5	-3	-8	2	0.98	-5	1.1
Cc1cccc(OCC(O)Cn2c(-n3nc(C)cc3C)nc3c2c(=O)[nH]c(=O)n3C)c1 (centres undefined)	1	-1	15	10	4	-1	1	-6	1.1
CC1CC(C)CN(CC(C)(C)NS(=O)(=O)c2ccc(Cl)cc2)C1 (centres undefined)	-5	4	1	-15	-6	13	0.95	-14	1.1
CS(=O)(=O)N1CCC(C(=O)Nc2ccc(Cl)c(Cl)c2)CC1	0	-3	0	16	5	17	1	-6	1.1
CC[N+]1(CC)CC2=Cc3c(ccc4ccccc34)CC2C1 (centres undefined)	-7	-1	2	10	0	-17	1	5	0.95
CCN(C(=O)COc1ncnc2sccc12)c1ccccc1	-5	-5	6	3	-5	4	1.1	-7	1.1
CCc1ccc(C2CC(=O)N(c3cccc(F)c3)C3=C2C(=O)OC3)cc1 (centres undefined)	-6	-15	1	21	6	1	1.1	-12	1.1
Cc1ccc(NC2SC(=O)N(CC(=O)O)C2=O)cc1 (centres undefined)	7	8	14	14	-13	1	0.92	8	0.92
COc1ccc(N(CC(=O)NC2CCCC2)C(=O)CCC(=O)Nc2cc(C)on2)cc1	-1	7	-5	13	4	18	0.93	-5	1
O=C(Nc1ccccc1)NC1CCS(=O)(=O)C1 (centres undefined)	-9	-1	3	11	-2	18	1	9	0.91
